# Source: PubChem BioAssay (The Scripps Research Institute Molecular Screening Center)
# ASK1 primary: ASK1 kinase inhibitors, primary screen, biochemical, AlphaScreen | Mitogen-activated protein kinase kinase kinase 5 (Homo sapiens), Q99683 | AlphaScreen MKK6 phosphorylation by ASK1, luminescence | inhibition, % at 7.44 µM | 0.99% of 22,000 active; in the data active means inhibition above about 35%;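 further: 0% = median of compound wells and 100% = no enzyme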
# ULK1 inh: ULK1 kinase inhibitors, primary screen, biochemical, AlphaScreen; inhibition, % at 5.96 µM; AlphaScreen Atg13 phosphorylation by ULK1, luminescence; Serine/threonine-protein kinase ULK1 (Homo sapiens), O75385; 1.9% of 30,000 active; AID 1259251, 2017; in the data active means inhibition above about 43%;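 further: 0% = median of compound wells and 100% = no enzyme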
# Target sequence (O75385 whole entry, looked up): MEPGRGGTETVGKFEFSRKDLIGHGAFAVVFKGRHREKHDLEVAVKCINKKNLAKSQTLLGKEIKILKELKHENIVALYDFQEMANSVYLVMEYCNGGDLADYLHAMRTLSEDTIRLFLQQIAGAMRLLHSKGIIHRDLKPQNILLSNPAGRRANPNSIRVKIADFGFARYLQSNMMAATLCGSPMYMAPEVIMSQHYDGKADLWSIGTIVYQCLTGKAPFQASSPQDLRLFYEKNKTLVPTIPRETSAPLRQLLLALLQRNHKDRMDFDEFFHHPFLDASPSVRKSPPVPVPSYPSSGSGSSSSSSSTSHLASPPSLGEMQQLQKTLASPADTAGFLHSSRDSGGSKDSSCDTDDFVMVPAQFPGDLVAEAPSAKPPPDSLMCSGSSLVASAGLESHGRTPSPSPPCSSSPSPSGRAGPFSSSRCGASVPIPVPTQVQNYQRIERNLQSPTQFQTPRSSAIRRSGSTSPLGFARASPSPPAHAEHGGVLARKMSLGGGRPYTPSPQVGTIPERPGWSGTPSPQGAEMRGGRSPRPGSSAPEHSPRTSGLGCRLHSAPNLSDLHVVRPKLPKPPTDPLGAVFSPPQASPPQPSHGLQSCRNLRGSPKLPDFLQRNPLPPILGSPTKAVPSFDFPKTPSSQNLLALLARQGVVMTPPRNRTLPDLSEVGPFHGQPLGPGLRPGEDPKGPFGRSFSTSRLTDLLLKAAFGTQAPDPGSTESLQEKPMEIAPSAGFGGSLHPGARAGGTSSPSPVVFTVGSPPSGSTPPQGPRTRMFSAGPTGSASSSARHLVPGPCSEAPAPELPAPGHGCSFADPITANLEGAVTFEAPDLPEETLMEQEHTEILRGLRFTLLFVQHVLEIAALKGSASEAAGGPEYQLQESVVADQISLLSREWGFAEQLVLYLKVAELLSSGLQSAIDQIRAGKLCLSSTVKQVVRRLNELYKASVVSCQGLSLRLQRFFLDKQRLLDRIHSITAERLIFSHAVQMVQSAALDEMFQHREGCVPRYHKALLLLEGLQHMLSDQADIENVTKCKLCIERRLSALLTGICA
# Starred values were filed as active, the others as inactive; nt = not tested or not shown; & = joins results of further samples.
smiles	ASK1 primary	ULK1 inh
COc1ccc2c(c1)CC(C(=O)Nc1ccc(-c3cn[nH]c3)cc1OCCN1CCCC1=O)CO2 (stereo unspecified)	-13.4	-25.1
COc1cc(N2CCOCC2)ccc1Nc1cc(Nc2ccccn2)c(C(F)(F)F)cn1	24.6	38.8
COc1nc(NCc2ccccc2)nc(-c2ccc(C(N)=O)cc2)n1	-2.8	-2.7
c1cc2c(cc1CN1CCN(c3nc(NC4CC4)c4ncn(C5CCCCC5)c4n3)CC1)OCO2	5.5	-3.1
CC(C)n1cnc2c(NCc3cccc(C(F)(F)F)c3)nc(-c3cccc(N)c3)nc21	-6.8	-19.4
O=C(NCCOc1ccccc1)c1cccc(-c2csc3ccccc23)c1	-23.6	-11.0
c1ccc(OCCNc2ncnc3nc(-c4csc5ccccc45)[nH]c23)cc1	-6.1	-5.0
Nc1[nH]c(=O)[nH]c(=O)c1C(c1ccccc1)c1c(N)[nH]c(=O)[nH]c1=O	nt	-8.8
O=C(Nc1ccc(N2CCOCC2)cc1)c1ccc2nc(N3CCN(c4ccccn4)CC3)sc2c1	-15.2	15.6
O=C1CCCN1CCCNc1nc(Nc2ccc(N3CCOCC3)cc2)nc2nc[nH]c12	3.3	53.8*
O=C(Nc1ccc(Oc2ccccc2)cc1)c1cnc(N2CCc3ccccc3C2)s1	-5.0	3.2
c1cc(-c2cncc(N3CCOCC3)c2)nc(Nc2ccc(OCCN3CCOCC3)cc2)n1	12.2	36.2
NCc1nc(-c2ccncc2)no1	7.3	-8.1
CCCNc1ncnc2nc(Nc3ccc(C(F)(F)F)cc3)[nH]c12	-20.0	-4.2
COc1cc(Nc2ccnc(Nc3ccc(-n4ccnc4)cc3)n2)cc(OC)c1OC	15.5	28.2
CC(NCCc1cccs1)c1ccc2c(c1)CC(c1nc3ccc(-c4ccnc(N)n4)cc3[nH]1)CO2 (stereo unspecified)	3.0	-4.6
CCCNc1cc(C)nc(Oc2ccccc2)n1	-5.5	-6.1
Cc1cnc(Nc2ccc(-n3ccnc3)cc2)nc1NCCN1CCOCC1	5.9	10.5
CCN(CC)CCOc1ccc(C(O)(Cc2ccc(Cl)cc2)c2ccc(C)cc2)cc1 (stereo unspecified)	nt	4.3
O=C1CCCN1CCn1cnc2c(NCCN3CCOCC3)nc(Nc3ccc(-n4ccnc4)cc3)nc21	11.1	1.9
CC(C)N(CCNC(=O)c1cccc(Nc2ccc(N3CCOCC3)cc2)n1)C(C)C	-22.2	6.5
O=C(COc1ccc(Cl)cc1)NNC(=O)c1ccccn1	nt	-3.9
COc1cccc(CNC(=O)c2cnn3cc(-c4cn[nH]c4)ccc23)c1	5.7	-3.0
CC(=O)Nc1ccc(Nc2ncnc3nc(Nc4ccc(-n5ccnc5)cc4)[nH]c23)cc1	16.2	5.9
CC(C)n1c(N2CCc3ccccc3C2)nc2c(Nc3ccccc3)ncnc21	8.0	18.1
CC(C)n1c(NCCCN2CCCC2=O)nc2c(NCc3ccccc3)ncnc21	-6.0	8.5
CC(=O)Nc1ccc(NC(=O)c2ccnc(-c3cccs3)c2)cc1	14.7	-8.1
CC(=O)Nc1ccc(NC(=O)c2ccc(-c3c(C)nn(C)c3C)s2)cc1	-1.8	-5.4
COc1ccc(-c2nc(NCCN3CCOCC3)c3ncn(C4CCCCC4)c3n2)cc1	8.1	-12.5
CNC(=O)Cn1c(CO)cnc1SCc1cccc(Cl)c1	nt	8.8
CCN(CC)c1nc(NCCN2CCOCC2)nc(NCc2ccc3c(c2)OCO3)n1	-12.1	-26.3
Cc1ncn(-c2ccc(Nc3ncc4cccc(N5CCOCC5)c4n3)cc2)n1	-52.6	3.9
COc1ccc(-c2nc(Nc3cc(OC)c(OC)c(OC)c3)c3[nH]cnc3n2)cn1	6.5	-12.3
CCN(CC)c1nc(NCCN2CCOCC2)nc(NC2CCN(Cc3ccccc3)CC2)n1	-12.6	-1.5
CC(=O)c1cccc(-c2nc(NCCN(C(C)C)C(C)C)c3ncn(C4CCCCC4)c3n2)c1	0.6	-5.8
COCCN(C1CCN(S(=O)(=O)c2ccccc2)CC1)S(=O)(=O)c1ccccc1	nt	1.1
COc1cc(NC(=O)c2cnc(N3CCc4ccccc4C3)s2)cc(OC)c1OC	11.0	-1.8
O=C(NC1CC1)c1ccc(-c2nc(C(=O)NCCOc3ccccc3)cs2)cc1	-28.4	-9.3
CN(C)c1cccc(Nc2nccc(NCCO)n2)c1	3.1	5.8
O=C(NC1CCN(Cc2ccccc2)CC1)c1ccc2nc(N3CCN(c4ccccn4)CC3)sc2c1	4.4	14.7
Cc1ccc(Oc2ccc(Nc3nccc(-c4ccc(S(C)(=O)=O)cc4)n3)cc2C)cn1	-13.2	8.7
COc1ccc2c(c1)CC(c1nc3cc(-c4ccncc4)ccc3c(=O)[nH]1)CO2 (stereo unspecified)	-1.4	-6.9
c1cncc(Nc2nc(NC3CC3)c3[nH]cnc3n2)c1	-44.6	59.8*
CN1CCCC(NC(=O)c2cccc(-n3cc(NC(=O)Cc4ccccc4)cn3)c2)C1 (stereo unspecified)	-10.8	-13.4
O=C(SCc1ccccc1)c1ccccc1	nt	2.9
Cn1c(=O)[nH]c(N2CCC3(CC2)OCCO3)c(Cc2ccccc2Br)c1=O	nt	10.5
Cc1cc(Nc2ccc(N3CCOCC3)cc2)nc(N2CCc3ccccc3C2)n1	58.0*	-3.4
CCNc1nc(Nc2ccc(N3CCOCC3)cc2)c2ncn(CCN3CCCC3=O)c2n1	3.5	-7.6
COc1cc(C)ccc1NC(=O)COc1cccc2c1OC(C)(C)C2	nt	-14.7
COc1c(C)cnc2c1c(=O)n(CC(=O)Nc1cccc(Cl)c1)c(=O)n2C	nt	-5.0

# Carrying on.
smiles	ASK1 primary	ULK1 inh
Cn1nccc1Nc1ncc(C(=O)NCCN2CCOCC2)s1	-8.9	0.7
O=C(NCCOc1ccccc1)c1cccc(Nc2ccncn2)c1	-10.6	-0.1
O=[N+]([O-])c1cccc(/C=N/Nc2ncc(-c3ccccc3)cn2)c1	nt	5.2
O=C(Cn1c(=O)n(CC2CS2)c2ccccc21)N1CCOCC1 (stereo unspecified)	nt	1.7
Cc1cccc2nc(-c3ccc(Br)o3)sc12	-5.2	1.1
c1ccc2c(Nc3nc4ncnc(Nc5ccc6c(c5)OCO6)c4[nH]3)nccc2c1	26.9	9.1
O=C1CCCN1CCCNc1ncnc2nc(N3CCCC3CO)[nH]c12 (stereo unspecified)	-3.9	10.1
COc1ccc(CCNC(=O)c2cccc(-c3ccc(C(N)=O)cc3)n2)cc1	0.4	-5.3
c1ccc(-c2nc(NC3CCCCC3)cc(-c3ccncc3)n2)nc1	nt	-6.5
Cc1nc2ccccn2c(=O)c1NC(=O)C1CCCCC1	nt	7.6

# One compound at a time, from the list above. Order of screens: ASK1 primary | ULK1 inh
# O=C(Cn1c(=O)n(CC2CS2)c2ccccc21)N1CCOCC1 (stereo unspecified) is entered as nt | 1.7
# COc1ccc(CCNC(=O)c2cccc(-c3ccc(C(N)=O)cc3)n2)cc1 is entered as 0.4 | -5.3

# The results go on:
smiles	ASK1 primary	ULK1 inh
OCC1CCCN1c1nccc(NCc2nc3ccccc3[nH]2)n1 (stereo unspecified)	7.2	-5.6
Cc1cnc(Nc2ccccn2)nc1Nc1ccc(N2CCOCC2)cc1	-0.3	12.9
O=C(NCCCN1CCCC1=O)c1cnc(-c2ccccc2)s1	4.5	0.6
CCCN1C(=O)C(C)(C)COc2ccc(NC(=O)c3ccccc3Cl)cc21	nt	-1.1
c1ccc2oc(-c3ccncc3)cc2c1	nt	-7.0&0.3
CCN1CCN(C(c2ccc(SC)cc2)c2c(O)cc(C)n(CC)c2=O)CC1 (stereo unspecified)	nt	6.2
Cc1cc(NCCN(C(C)C)C(C)C)nc(NCCN2CCOCC2)n1	-11.6	0.1
Nc1nc(Nc2ccccc2)cc(Nc2ccc(N3CCOCC3)cc2)n1	21.0	9.1
CCN(CC)c1cc(-c2cccnc2)nc(-c2ccccc2)n1	nt	-18.4
O=C(Nc1ccc2[nH]ncc2c1)[C@@H](O)COc1ccc(Br)cc1	-15.1	-5.9
CN1CCN(CC2C(=O)NC(=O)NC2=O)CC1	nt	-10.6
CC(=O)Nc1ccc(NC(=O)C2CCN(c3ccc(Nc4ccnn4C)nn3)CC2)cc1	7.0	33.5
Cc1cnc(Nc2ccc(C(F)(F)F)cc2)nc1Nc1ccc2c(c1)OCO2	24.7	-15.0
COc1cc(Nc2nc(NC3CCN(Cc4ccccc4)CC3)nc3nc[nH]c23)cc(OC)c1OC	15.8	-7.9
FC(F)(F)Oc1cccc(-c2nccc(NCc3cccc(C(F)(F)F)c3)n2)c1	-41.6	-15.6
CC(C)N(CCNc1nc(NCCN2CCOCC2)nc2c1ncn2CCN1CCCC1=O)C(C)C	-17.9	-0.5
CC(C)n1cnc2c(Nc3ccc(N4CCOCC4)cc3)nc(-c3ccc(C(=O)N4CCN(C)CC4)cc3)nc21	7.5	10.6
FC(F)(F)c1cccc(CNc2ncnc3nc(N4CCc5ccccc5C4)[nH]c23)c1	-1.6	-0.1
CCNc1nc(NCCOc2ccccc2)c2ncn(C3CCCCC3)c2n1	-3.0	-10.1
COc1ccc2c(c1)CC(C(=O)Nc1ccc(-c3cn[nH]c3C)cc1OCCO)CO2 (stereo unspecified)	5.3	-5.5
CC(C)n1cnc2c(NC3CCN(Cc4ccccc4)CC3)nc(-c3ccc(N4CCOCC4)nc3)nc21	11.0	-21.9
O=C(/C=C/c1ccc(F)cc1)Nc1ccc2[nH]ncc2c1	-10.5	9.6
COc1ccc(CCNC(=O)Cc2cn(-c3ccc(Cl)nn3)c3ccccc23)cc1	-12.5	2.2
CCCCC(=O)O[C@H]1CC[C@H]2[C@@H]3CCc4cc(O)ccc4[C@H]3CC[C@]12C	nt	2.2
O=C(NC1CCN(Cc2ccccc2)CC1)c1ccnc(-c2cccs2)c1	22.9	-34.9
O=C(NCCCN1CCCC1=O)c1cnc(Nc2ccncc2)s1	5.4	18.3
CCCN(C1CCN(C)CC1)S(=O)(=O)c1ccc(N)cc1	nt	2.4
COc1cccc(NCC(=O)Nc2ccc(-c3cn[nH]c3)cc2OCCN(C)C)c1	-6.9	13.7
O=C(CCC1CCCC1)N1CCN(Cc2ccccc2F)CC1	nt	-19.5
COc1cc2nc(-c3ccc(C(N)=O)cc3)nc(Nc3ccc(N4CCOCC4)cc3)c2cc1OC	17.0	-31.8
O=C(NCc1cccc(C(F)(F)F)c1)c1csc(N2CCCC2CO)n1 (stereo unspecified)	6.2	-1.8
Cc1cnc(Nc2ccncn2)nc1NCCN1CCOCC1	-0.4	3.0
NC(=O)c1ccc(-c2cc(NCc3ccccc3)nc(N)n2)cc1	-2.4	-8.7
CC(C)(C)NC(=O)C(=O)Nc1ccc(Br)cc1	nt	3.5
CN1CCN(c2ccc(-c3nc(NCc4cccnc4)c4ncn(Cc5ccc(C(F)(F)F)cc5)c4n3)cc2)CC1	8.1	-1.3
COc1ccc(CCNc2nc(Nc3ccncn3)nc3c2ncn3C2CCCCC2)cc1	-12.9	0.4
COc1cccc(CC(=O)Nc2ccc(-c3cn[nH]c3)cc2N2CCN(C)CC2)c1	-5.1	5.3
O=C(O)[C@H]1/C(=C/CO)O[C@@H]2CC(=O)N21	nt	-4.0
CCC(=O)O[C@]1(C(=O)COC(C)=O)CC[C@H]2[C@@H]3C[C@H](C)C4=CC(=O)C=C[C@]4(C)[C@H]3C(O)C[C@@]21C (stereo partly specified)	nt	-10.6
Cc1ncn(-c2ccc(Nc3nccc(-c4ccc(C#N)c(N5CCCC(O)C5)c4)n3)cc2)n1 (stereo unspecified)	12.4	2.6
COc1ccc2c(c1)CC(C(=O)Nc1ccc(-c3cn[nH]c3)cc1-c1noc(C)n1)CO2 (stereo unspecified)	-2.8	16.3
CCCNc1nc(N2CCC(N3CCOCC3)CC2)nc2c1ncn2C1CCCCC1	-4.6	10.0
COc1ccc(CCNc2nc(OC)nc(-c3c(C)nn(C)c3C)n2)cc1	2.7	-9.8
CC(C)n1cnc2c(Nc3ccc(N4CCOCC4)cc3)nc(Nc3nccc4ccccc34)nc21	3.1	27.0
FC(F)(F)c1ccc(Nc2nc(Nc3ccccc3)c3[nH]cnc3n2)cc1	6.4	-4.7
O=C(NCCOc1ccccc1)c1cnc(NCCN2CCOCC2)s1	-2.0	1.5
O=C(Nc1cc(-c2ccncc2)c[nH]c1=O)[C@H]1COc2ccccc2O1	6.5	4.7
CCN(CC)C(=O)C1CCCN(c2ncc(C(=O)Nc3ccccc3)s2)C1 (stereo unspecified)	4.4	-0.8
Nc1cccc(-c2cc(C(=O)NCCc3ccc(O)cc3)ccn2)c1	-6.4	1.4
OCCCNc1cc(-c2ccccc2F)nc(-c2ccccc2)n1	nt	-26.1

# Grouped by structure: the compounds so far with a Cl atom (six)
smiles	ASK1 primary	ULK1 inh
CCN(CC)CCOc1ccc(C(O)(Cc2ccc(Cl)cc2)c2ccc(C)cc2)cc1 (stereo unspecified)	nt	4.3
O=C(COc1ccc(Cl)cc1)NNC(=O)c1ccccn1	nt	-3.9
CNC(=O)Cn1c(CO)cnc1SCc1cccc(Cl)c1	nt	8.8
COc1c(C)cnc2c1c(=O)n(CC(=O)Nc1cccc(Cl)c1)c(=O)n2C	nt	-5.0
CCCN1C(=O)C(C)(C)COc2ccc(NC(=O)c3ccccc3Cl)cc21	nt	-1.1
COc1ccc(CCNC(=O)Cc2cn(-c3ccc(Cl)nn3)c3ccccc23)cc1	-12.5	2.2
